Assay outcomes deposited in PubChem BioAssay by Sanford-Burnham Center for Chemical Genomics.
XIAP displacement – XIAP antagonists, biochemical, IAP family, fluorescence polarization (AID 1018). hit rate 0.007% among 200,000. E3 ubiquitin-protein ligase XIAP (Homo sapiens). displacement, % at 20 µM; hits with a dose series show IC50 in µM. XIAP BIR domain, fluorescence polarization peptide displacement; higher % means a stronger effect; in the data active means displacement above about 50%; further: a part of the inactive calls stands beside numbers as strong as those of hits
PMI inhibition – human PMI inhibitors, high substrate, primary screen, biochemical, fluorescence intensity, high mannose 6-phosphate (AID 1220); recombinant PMI enzyme, coupled fluorescence intensity; higher % means a stronger effect; hit rate 0.66% among 190,000; inhibition, % at 20 µM; hits with a dose series show IC50 in µM; Mannose-6-phosphate isomerase (Homo sapiens)
human PMI inhibition – inhibitors of human PMI, primary screen, biochemical, fluorescence intensity, coupled assay (AID 1209). hit rate 0.42% among 190,000. inhibition, % at 20 µM; hits with a dose series show IC50 in µM. Mannose-6-phosphate isomerase (Homo sapiens). purified PMI enzyme, coupled fluorescence intensity; higher % means a stronger effect;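 further: plate controls were DMSO vehicle for no effect and wells lacking substrate for full effect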
HEK293 NOD2/NF-kB – NOD2 signaling inhibitors, cell-based, luminescence, uHTS, HEK293 (AID 1566) | one-dose inhibition, % at 4 µM; EC50 in µM for titrated hits | hit rate 0.63% among 290,000 | HEK293 NOD2/NF-kB luciferase reporter, luminescence; higher % means a stronger effect; further: many of its hits are not listed in these tables
LYP phosphatase – inhibitors of LYP phosphatase, biochemical, fluorescence intensity, uHTS (AID 1779). Tyrosine-protein phosphatase non-receptor type 22 (Homo sapiens). recombinant LYP phosphatase, fluorescence intensity; higher % means a stronger effect. one-dose inhibition, % at 11.5 µM; IC50 in µM for titrated hits. hit rate 0.054% among 290,000;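 further: plate controls were vehicle with enzyme for no effect and no enzyme for full effect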
TNAP activation fold – human TNAP enzyme activators, primary screen, biochemical, luminescent, no phosphate acceptor, uHTS (AID 1001) | activation fold at 20 µM, or EC50 in µM where a hit was titrated | hit rate 0.03% among 200,000 | purified TNAP, luminescent activation assay, no phosphate acceptor; higher activation fold means a stronger effect | Alkaline phosphatase, tissue-nonspecific isozyme (Homo sapiens); in the data active means activation fold from about 3, or a potency from the dose series; inactive means the rest, 99 in 100 with activation fold below about 1.6; further: many of its hits are not listed in these tables
KOR beta-arrestin-1 – KOR antagonists, beta-arrestin recruitment, cell-based, luminescence, uHTS (AID 1778); KOR beta-arrestin recruitment, luminescence, antagonist mode; higher % means a stronger effect; inhibition, % at 10 µM; hits with a dose series show IC50 in µM; hit rate 0.091% among 290,000; further: strong numbers were not always called active
KOR beta-arrestin-2 – KOR agonists, beta-arrestin recruitment, primary screen, cell-based, luminescence, uHTS (AID 1777); Kappa-type opioid receptor (Homo sapiens); KOR beta-arrestin recruitment, luminescence; higher % means a stronger effect; activation, % at 10 µM, or EC50 in µM where a hit was titrated; hit rate 0.02% among 280,000; in the data active means activation above about 50%, passing the limit was not always enough; further: a part of the inactive calls stands beside numbers as strong as those of hits
NOD1 NF-kB reporter – NOD1 signaling inhibitors, primary screen, cell-based, luminescence, uHTS (AID 1578). hit rate 1% among 290,000. NOD1-driven NF-kB luciferase reporter cells, luminescence; higher % means a stronger effect. inhibition, % at 4 µM; hits with a dose series show EC50 in µM; in the data active means inhibition mostly above about 36%, no sharp cut-off; inactive means mostly below about 34%;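 further: HEK-293T reporter cells stimulated with the NOD1 agonist gamma-tri-DAP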
Starred values were filed as active, the others as inactive; nt = not tested or not shown; [ ] = another dose, or the depositor's remark. Unless noted, no stated cut-off is given here; in the data, active means inhibition above about 50%; inactive means the rest.

Short forms – A = XIAP displacement; B = PMI inhibition; C = human PMI inhibition; D = HEK293 NOD2/NF-kB; E = LYP phosphatase; F = TNAP activation fold; G = KOR beta-arrestin-1; H = KOR beta-arrestin-2; I = NOD1 NF-kB reporter
COCC(=O)N/N=C\c1ccc(OC/C=C/c2ccccc2)c(OC)c1
  A: nt; B: nt; C: nt; D: 8%; E: -9%; F: nt; G: -19%; H: 3.2%; I: -10%
CCOC(=O)c1ccc(-n2c(CCC(=O)O)ccc2-c2cccs2)cc1
  A: -1.5%; B: -4%; C: -5%; D: -7%; E: 2%; F: 1.1; G: 2%; H: -1.5%; I: -23%
CCOP(=O)(O)c1ccccc1OCCOCCOc1ccccc1P(=O)(O)OCC
  A: -3.7%; B: -11%; C: -4%; D: 10%; E: -11%; F: 1.2; G: -14%; H: -7.8%; I: 8%
CCOC(=O)c1c(NC(=O)CC2Nc3cc(C)c(C)cc3NC2=O)sc(C)c1C (stereo not given)
  A: -11%; B: 12%; C: 10%; D: -12%; E: 4%; F: 1; G: -32%; H: 2.2%; I: -19%
CCc1nn(-c2cc(Oc3cccc4ccccc34)nc(-c3ccccc3)n2)c(N)c1C#N
  A: 1.3%; B: -1%; C: 6%; D: -36%; E: -5%; F: 1; G: 0%; H: -1.2%; I: -210%
Cc1cccc(C)c1NC(=O)C1(N2CCN(C(=O)c3ccco3)CC2)CCCCC1
  A: -2.7%; B: 4%; C: 4%; D: 8%; E: -2%; F: 1; G: -22%; H: -2.4%; I: -12%
Cc1c(NC(=O)/C(C#N)=C/c2c(N3CCCCC3)nc3ccccn3c2=O)c(=O)n(-c2ccccc2)n1C
  A: nt; B: nt; C: nt; D: 2%; E: 3%; F: nt; G: 12%; H: -0.5%; I: -7%
CCn1c(CCCNC(=O)c2ccco2)nc2ccccc21
  A: nt; B: nt; C: nt; D: -2%; E: -4%; F: nt; G: -11%; H: -5.3%; I: -11%
CC(=O)Nc1sc(NC(=O)c2ccc([N+](=O)[O-])cc2)nc1-c1cccs1
  A: nt; B: nt; C: nt; D: -6%; E: -3%; F: nt; G: -7%; H: -0.3%; I: -5%
COc1ccc(N(CC(=O)NC2CC2)S(=O)(=O)c2ccccc2)cc1
  A: nt; B: nt; C: nt; D: 3%; E: -9%; F: nt; G: -6%; H: 1.7%; I: 1%
CCN1CCN(CCCN(Cc2ccco2)C(=S)Nc2ccc(Cl)cc2)CC1
  A: -6.4%; B: -6%; C: -7%; D: 7%; E: 1%; F: 1.1; G: -28%; H: 3.5%; I: -16%
OCCNc1nc(-c2ccccc2)nc2ccccc12
  A: -10%; B: 7%; C: -3%; D: 27%; E: -2%; F: 1.1; G: -15%; H: 0.0%; I: -17%
CCOC(=O)C1CCN(C(=O)CCn2c(=O)[nH]c3ccccc3c2=O)CC1
  A: -6.6%; B: 8%; C: 7%; D: -2%; E: -7%; F: 1.1; G: -28%; H: 3.1%; I: -29%
COc1cc(Nc2ccc(S(N)(=O)=O)cc2)c([N+](=O)[O-])nc1[N+](=O)[O-]
  A: nt; B: nt; C: nt; D: 13%; E: -10%; F: nt; G: -22%[20 µM]; H: -3.0%; I: -5%
Cc1cccc(C(=O)Nc2ccnc(-c3cccnc3)n2)c1
  A: -3.6%; B: -1%; C: -5%; D: -1%; E: -11%; F: 1.1; G: -22%; H: -2.0%; I: -33%
COc1cccc(C(=O)OCCN2C(=O)c3ccccc3C2=O)c1OC
  A: -2.5%; B: 7%; C: -1%; D: 14%; E: 0%; F: 1.2; G: 22%; H: 1.0%; I: 1%
O=C(OCC(=O)c1c[nH]c2ccccc12)c1cc2ccccc2cc1O
  A: -7.7%; B: 34%; C: 7%; D: 29%; E: -1%; F: 1; G: -25%; H: 0.3%; I: 18%
COC(=O)c1c(NC(C)=O)sc2c1CCCC2
  A: -8.5%; B: 2%; C: 7%; D: -2%; E: -4%; F: 1.1; G: -38%; H: 7.1%; I: -2%
COc1ccc(S(=O)(=O)NCC2CCCN(Cc3cn(C)nc3C)C2)cc1 (stereo not given)
  A: nt; B: nt; C: nt; D: -14%; E: -5%; F: nt; G: -26%; H: 1.4%; I: -19%
Cc1cc(S(=O)(=O)NCC(C)C)ccc1OCC(=O)NC1CC1
  A: nt; B: nt; C: nt; D: 6%; E: -8%; F: nt; G: -8%; H: 0.6%; I: -28%
O=C(c1cccs1)N1CCN(C2CCCCC2)CC1
  A: -2.8%; B: -2%; C: 5%; D: 12%; E: -8%; F: 1; G: -20%; H: 2.7%; I: -18%
CCC(C)NCCCOc1ccc([N+](=O)[O-])cc1 (stereo not given)
  A: -6.3%; B: 11%; C: 18%; D: -3%; E: 0%; F: 1.1; G: -33%; H: 9.4%; I: 10%
COc1ccc(N2CCN(CC(=O)Nc3nnc(-c4ccccc4)s3)CC2)cc1
  A: 18%; B: 14%; C: -7%; D: -1%; E: -3%; F: 1.2; G: -44%; H: -2.1%; I: -11%
CCCS(=O)(=O)N1CCCC(C(=O)N2CCN(c3ccccc3)CC2)C1 (stereo not given)
  A: 1.5%; B: 2%; C: 1%; D: 15%; E: 1%; F: 1.1; G: -13%; H: 3.6%; I: -5%
COc1ccc(OC)c(NC(=O)CCn2ccnc2)c1
  A: nt; B: nt; C: nt; D: -16%; E: -3%; F: nt; G: 24%; H: 1.3%; I: -12%
Cn1c(SCC(=O)O)nnc1C1CCCCC1
  A: -7.6%; B: 3%; C: 6%; D: -3%; E: -3%; F: 1.2; G: 8%; H: -2.1%; I: -20%
COc1ccc(NC(=O)CSc2cc(C)nc3c(-c4ccccc4)cnn23)cc1
  A: nt; B: nt; C: nt; D: 19%; E: -7%; F: nt; G: 6%; H: 4.1%; I: 1%
CC1(C)C(=O)N(c2ccccc2)C1c1ccccc1O (stereo not given)
  A: nt; B: nt; C: nt; D: -27%; E: -5%; F: nt; G: 3%; H: -2.2%; I: 13%
COC(=O)c1cc2oc(C)cc2n1CC(=O)Nc1ccc(OC)c(OC)c1OC
  A: -3.7%; B: 16%; C: 14%; D: -3%; E: -6%; F: 1.1; G: -42%; H: 5.5%; I: 33%
COc1ccc(-c2cn[nH]c2N)cc1OC
  A: -4.6%; B: 2%; C: 4%; D: 4%; E: -7%; F: 1.1; G: -23%; H: -0.8%; I: 17%
CSCC[C@H](NC(=O)[C@H](Cc1ccccc1)n1c(=O)[nH]c2ccccc2c1=O)C(=O)NCC1CCC(C(=O)O)CC1 (stereo not given in full)
  A: nt; B: nt; C: nt; D: 14%; E: -9%; F: nt; G: -62%[20 µM]; H: 0.2%; I: 4%
COc1ccc(C)cc1NC(=O)NNC(=O)C(C)Oc1ccc(F)cc1Cl (stereo not given)
  A: nt; B: nt; C: nt; D: 16%; E: -5%; F: nt; G: 31%; H: 1.6%; I: -18%
NC(=O)CC(NC(=O)c1ccccc1)c1ccc(NCCCN2CCCC2=O)c([N+](=O)[O-])c1 (stereo not given)
  A: nt; B: nt; C: nt; D: -8%; E: -6%; F: nt; G: -24%[20 µM]; H: -2.4%; I: 49%
CCc1nnc(NC(=O)CCC(=O)N2CCN(S(=O)(=O)c3ccc(OC)cc3)CC2)s1
  A: nt; B: nt; C: nt; D: -1%; E: -9%; F: nt; G: -12%; H: -3.2%; I: 14%
Cc1ccc(NC(=O)c2ccc(S(=O)(=O)N3CCC(C)CC3)cc2)cc1
  A: 0.9%; B: -7%; C: 2%; D: -4%; E: -6%; F: 1.1; G: -2%; H: -1.3%; I: 8%
O=S1(=O)CCOCCCN1Cc1ccccc1
  A: nt; B: nt; C: nt; D: 10%; E: -14%; F: nt; G: -21%[20 µM]; H: -0.4%; I: -17%
CCCCn1c(N)c(NCc2ccccc2)c(=O)[nH]c1=O
  A: -9.6%; B: 28%; C: 19%; D: 33%; E: -3%; F: 1; G: -14%; H: -0.5%; I: -15%
Cc1ccc(NS(=O)(=O)c2ccc(C(=O)NCC3CCCO3)cc2)cc1 (stereo not given)
  A: -7.4%; B: 6%; C: 5%; D: 7%; E: -8%; F: 1; G: 0%; H: -1.2%; I: -10%
COc1cc(C2NC(=S)NC(C)=C2C(=O)OC(C)C)ccc1OC(C)C (stereo not given)
  A: -2.5%; B: 3%; C: 4%; D: 2%; E: -5%; F: 1; G: -16%; H: -3.1%; I: -32%
O=C(N/N=C/c1cc(Br)cs1)c1ccc2c(c1)OCCO2
  A: nt; B: nt; C: nt; D: 18%; E: 3%; F: nt; G: 7%; H: 1.8%; I: -10%
Cc1cc(C)c(NC(=O)CS(=O)CC(=O)Nc2ccc(-n3cnnn3)c(C)c2)c(C)c1 (stereo not given)
  A: nt; B: nt; C: nt; D: 9%; E: -4%; F: nt; G: -6%; H: 4.9%; I: 0%
CC(=O)Nc1ccc(NC(=O)CSc2nnc(C3CC3)n2C)cc1
  A: -2.4%; B: -4%; C: -5%; D: -15%; E: 2%; F: 1.1; G: 3%; H: 3.4%; I: -16%
CCCCCC(=O)Nc1nc(C)c(-c2csc(Nc3cc(OC)ccc3OC)n2)s1
  A: -2.0%; B: 8%; C: 0%; D: -13%; E: -9%; F: 1; G: -12%; H: -0.6%; I: -35%
O=C(CSc1nnc(-c2ccc(F)cc2)n1-c1ccccc1)NCCN1C(=O)CSC1=O
  A: 1.3%; B: 3%; C: -1%; D: 14%; E: -6%; F: 1.2; G: 11%; H: 1.4%; I: -17%
Clc1ccc2c(N3CCCC3)ccnc2c1
  A: -1.2%; B: 10%; C: 8%; D: -9%; E: 5%; F: 1.1; G: 24%; H: -5.7%; I: -29%
O=C1N/C(=N\N=C\c2ccco2)SC1Cc1ccc(F)cc1 (stereo not given)
  A: -8.8%; B: 5%; C: 1%; D: 15%; E: -1%; F: 1; G: -2%; H: 0.6%; I: -32%
Cc1cc(OCC(=O)Nc2nccs2)c2c(C)cc(=O)oc2c1
  A: nt; B: nt; C: nt; D: -1%; E: -3%; F: nt; G: -46%; H: 5.6%; I: -14%
O=C(Nc1nccs1)c1cc(-c2ccccc2)nn1-c1ccccc1
  A: -2.0%; B: -15%; C: -14%; D: 12%; E: -3%; F: 1; G: -32%; H: 1.7%; I: 46%

Taken from the listing (two entries):
Short forms – A = XIAP displacement; B = PMI inhibition; C = human PMI inhibition; D = HEK293 NOD2/NF-kB; E = LYP phosphatase; F = TNAP activation fold; G = KOR beta-arrestin-1; H = KOR beta-arrestin-2; I = NOD1 NF-kB reporter
Cc1cc(OCC(=O)Nc2nccs2)c2c(C)cc(=O)oc2c1
  A: nt; B: nt; C: nt; D: -1%; E: -3%; F: nt; G: -46%; H: 5.6%; I: -14%
O=C(Nc1nccs1)c1cc(-c2ccccc2)nn1-c1ccccc1
  A: -2.0%; B: -15%; C: -14%; D: 12%; E: -3%; F: 1; G: -32%; H: 1.7%; I: 46%

4 compounds from above, limited to KOR beta-arrestin-2.
| canonical_smiles | KOR beta-arrestin-2 |
| --- | --- |
| CCCCCC(=O)Nc1nc(C)c(-c2csc(Nc3cc(OC)ccc3OC)n2)s1 | -0.6% |
| O=C(CSc1nnc(-c2ccc(F)cc2)n1-c1ccccc1)NCCN1C(=O)CSC1=O | 1.4% |
| O=C(Nc1nccs1)c1cc(-c2ccccc2)nn1-c1ccccc1 | 1.7% |
| CC(=O)Nc1ccc(NC(=O)CSc2nnc(C3CC3)n2C)cc1 | 3.4% |

Some of the compounds tested. The share of hits here may be higher or lower than overall.
